Source: PubChem
CHO-K1 Ca antag = M1 antagonist counterscreen hit in parental CHO-K1 cells. inhibition, % at 3 µM. 360,000 compounds, 0.6% hits. ATP-induced calcium, Fluo-8 fluorescence;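 active means inhibition above a per-plate cutoff, the plate's mean sample inhibition plus 3 SD, cut at about 24% in these data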;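 further: 0% = DMSO plus EC80 ATP and 100% = DMSO alone without ATP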
CHO-K1 Ca ag = M1 agonist counterscreen hit in parental CHO-K1 cells. Fluo-8 calcium fluorescence; scaled to maximal ATP response, vehicle zero. activation, % at 3 µM. 360,000 compounds, 0.48% hits; in the data active means activation above about 15%;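 further: untransfected CHO-K1 host cells lacking M1 receptor as counterscreen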
CHO parental Ca = counter-screen for OX1R antagonists: effect in parental CHO cells | inhibition, % at 5.6 µM | 330,000 compounds, 0.63% hits | parental CHO-K1, ATP-induced calcium, Fluo-8 fluorescence | AID 463079;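 active means inhibition above that plate's mean sample inhibition plus 3 SD, cut at about 26% in these data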;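 further: 0% = ATP-challenged DMSO wells and 100% = DMSO wells without ATP; some compounds past the cut are filed as inactive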
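Assay system: parental CHO cells; Read-out basis: percent inhibition of ATP-evoked calcium rise, normalized to controls; Benchmarks: ATP and no-ATP DMSO wells; Compound dosing: single nominal dose of 5.6 µM per compound; Signal: Fluo-8 calcium dye fluorescence; Also added: ATP as calcium-mobilizing challenge; Repeats: singlicate.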
CHRM1 PAM = human CHRM1 positive allosteric modulation. P11229. CHO-K1 hM1, Fluo-8 calcium fluorescence, ACh EC20; 0% = ACh EC20, 100% = maximal ACh. activation, % at 3 µM. 360,000 compounds, 0.088% hits; in the data active means activation above about 19%, passing the limit was not always enough
Target sequence (P11229 whole entry, looked up): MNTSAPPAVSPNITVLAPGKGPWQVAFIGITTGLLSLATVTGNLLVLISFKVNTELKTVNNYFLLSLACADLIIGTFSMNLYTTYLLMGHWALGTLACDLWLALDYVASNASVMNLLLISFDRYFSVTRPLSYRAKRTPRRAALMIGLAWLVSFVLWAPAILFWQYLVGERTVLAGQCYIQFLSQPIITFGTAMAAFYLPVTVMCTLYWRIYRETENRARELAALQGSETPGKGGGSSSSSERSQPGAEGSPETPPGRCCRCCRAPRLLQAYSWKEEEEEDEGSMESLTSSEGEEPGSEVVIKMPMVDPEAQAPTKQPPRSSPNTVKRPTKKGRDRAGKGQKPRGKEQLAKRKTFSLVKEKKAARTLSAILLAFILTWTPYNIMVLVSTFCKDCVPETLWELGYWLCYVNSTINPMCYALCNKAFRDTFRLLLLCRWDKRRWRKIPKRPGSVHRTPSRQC
M1 antag = antagonists of human M1 muscarinic receptor; 360,000 compounds, 1.3% hits; CHO-K1 hM1, Fluo-8 calcium fluorescence, ACh EC80 antagonist; inhibition, % at 3 µM;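 active means percent inhibition above its own plate's cutoff, namely the mean of that plate's compound wells plus 3 SD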;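 further: peak over basal fluorescence ratio during 140 s after agonist addition; 0% = ACh EC80 plus DMSO and 100% = DMSO alone without agonist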
TAAR1 ag = human TAAR1 agonism. Q96RJ0. CHO RD-HGA16 TAAR1, Fluo-8 calcium fluorescence; vehicle wells 0%, saturating PEA agonist 100%. activation, % at 3 µM. 360,000 compounds, 0.99% hits;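 active means activation above the mean activation of all test compounds in the run plus 3 SD, cut at about 38% in these data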
Target sequence (Q96RJ0 whole entry, looked up): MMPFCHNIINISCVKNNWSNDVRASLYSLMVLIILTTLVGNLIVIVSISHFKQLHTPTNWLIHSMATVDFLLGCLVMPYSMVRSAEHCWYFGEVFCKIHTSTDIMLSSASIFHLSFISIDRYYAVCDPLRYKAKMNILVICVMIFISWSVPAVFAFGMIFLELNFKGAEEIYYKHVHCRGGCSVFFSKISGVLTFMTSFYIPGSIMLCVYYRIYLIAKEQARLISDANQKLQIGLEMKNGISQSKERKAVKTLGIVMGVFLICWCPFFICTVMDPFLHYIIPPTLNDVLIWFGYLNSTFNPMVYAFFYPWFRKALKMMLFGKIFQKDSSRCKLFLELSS
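Test system: RD-HGA16 (CHO) cells co-expressing Gα16 and hTAAR1; dosing: one-point dosing at 3 µM (nominal); timing: 17-24 h seeding, 75 min 37 °C dye, 30 min RT; signal: kinetic Fluo-8 calcium fluorescence; read-out basis: % activation relative to PEA EC100 response; controls: DMSO and PEA EC100; replicates: n 1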
TAAR1 antag = human TAAR1 antagonism | CHO RD-HGA16 TAAR1, Fluo-8 calcium fluorescence, antagonist | inhibition, % at 3 µM | AID 624466 | Q96RJ0 | 360,000 compounds, 1.5% hits;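 active means inhibition above a per-plate cutoff, the mean inhibition of test compounds on that plate plus 3 SD, cut at about 49% in these data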;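 further: 0% = DMSO plus EC80 beta-PEA response and 100% = DMSO alone without agonist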
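Material: CHO RD-HGA16 cells bearing hTAAR1; compound dosing: one-point dosing, 3 µM nominal final; schedule: dye loading 75 min at 37 °C, then 30 min room temperature; measured by: calcium fluorescence with Fluo-8; control set: vehicle and agonist controls; replication: n of 1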
M1 ag = human M1 muscarinic receptor agonism; CHO-K1 hM1, Fluo-8 calcium fluorescence, agonist mode; 0% DMSO, 100% acetylcholine EC100; AID 588814; 360,000 compounds, 0.33% hits; P11229; activation, % at 3 µM;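 active means activation above the run's mean compound activation plus 3 SD, cut at about 16% in these data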;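 further: peak over basal fluorescence ratio within a 140 s kinetic read after compound addition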
M1 PAM parental = counter-screen for M1 PAMs: effect in parental CHO-K1 cells; 360,000 compounds, 0.02% hits; activation, % at 3 µM; ATP EC20, Fluo-8 calcium fluorescence; 0% at ATP EC20, 100% at ATP max;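 active means activation above the run cutoff, the mean activation of all test compounds plus 3 SD, cut at about 40% in these data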;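 further: peak over basal fluorescence ratio in a 140 s read after ATP addition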
Starred values were filed as active, the others as inactive; . = no result given; & = joins results of further samples.

SMILES	CHO-K1 Ca antag	CHO-K1 Ca ag	CHO parental Ca	CHRM1 PAM	M1 antag	TAAR1 ag	TAAR1 antag	M1 ag	M1 PAM parental
COc1ccc(-c2nnc(NC(=O)c3ccccc3C)o2)cc1	0.1	0.1	-7.5	5.7	-4.6	1.0	-18.4	-2.5	15.7
O=C(CCNC(=O)c1ccccc1Cl)Nc1nc(-c2ccc(F)cc2)cs1	-3.3	4.3	-24.8	-6.6	8.9	8.5	25.1	-3.3	-2.7
CCN(C(=O)COC(=O)/C=C/c1ccco1)c1c(N)n(Cc2ccccc2)c(=O)[nH]c1=O	-3.1	-0.8	-9.0	13.8	-7.3	4.5	-13.2	1.1	-4.9
O=C1CC2(CC(c3ccc(Cl)cc3)=NO2)C(=O)N1c1ccccc1 (stereo not given)	-7.0	4.7	-17.8	3.9	-2.7	7.9	-27.0	-1.2	20.2
CC(=O)N1CCc2c(sc(NC(=O)C3CCCN3S(=O)(=O)c3cccs3)c2C(N)=O)C1 (stereo not given)	-2.6	0.7	-14.5	-1.6	4.1	2.2	-4.2	-4.2	-1.2
CCNc1nc(NCC)nc(C(=O)Nc2ccccc2)n1	2.8	1.1	-17.4	0.6	3.3	10.3	13.8	-2.4	22.8
CCOc1cc(N2CCOCC2)c(OCC)cc1NC(=O)c1ccc(NC(C)=O)cc1	-8.3	1.0	-7.6	6.4	-8.1	2.8	-1.7	1.8	7.1
O=C(c1ccco1)N1CCN(c2cc(N3CCOCC3)c(F)cc2[N+](=O)[O-])CC1	-1.0	0.5	3.8	4.6	1.9	0.8	0.4	-7.5	16.5
O=C(O)C1C2CC2CN1C(=O)c1ccc(Cl)cc1Cl (stereo not given)	-8.9	0.1	-1.7	9.3	-9.9	14.2	-4.3	-6.8	17.9
O=C(NCc1ccco1)c1ccc2c(c1)N(Cc1ccccc1)C(=O)CS2	-21.9	1.0	-19.2	-28.1	24.1	3.0	9.4	-13.0	-7.3
Cc1ccc(-c2c(C(=O)N/N=C/c3ccsc3)nnn2-c2nonc2N)cc1	-3.7	17.5*	-20.4	0.9	-0.6	133.2*	49.6*	41.5*	2.2
CCC(CCC(=O)NNC(=O)Cc1ccc([N+](=O)[O-])cc1)C(=O)O (stereo not given)	-9.6	0.3	-4.3	6.6	-5.7	4.0	-6.9	-3.8	-7.0
Cc1ccc(C2=NN(Cc3nnc(-c4ccccc4)o3)C(=O)SC2)cc1	-11.4	1.6	-23.6	7.3	-5.9	-1.7	6.1	-10.8	24.5
CCOC(=O)c1ccc(COC(=O)CNC(=O)CNC(=O)Cc2ccccc2)cc1	-11.8	2.2	-10.0	4.0	0.7	-0.7	-25.4	-3.0	3.4
NC(=O)c1nnsc1-c1ccco1	-10.3	0.3	.	1.6	-6.5	-0.2	14.1	-1.0	9.8
COc1ccc(C(=O)C[n+]2cc(-c3ccc(OC)cc3)n3c2CCCC3)cc1	-1.4&9.2	0.1&0.1	1.9&7.0	9.3&-0.6	-9.7&21.8	4.6&1.8	2.6&6.0	-15.5&-6.2	10.0&-19.3
CCCCCCn1c(=O)n2n(c1=O)C[C@]1(OC(=O)NCc3ccco3)CN(S(=O)(=O)c3ccc(C)cc3)C[C@]1(O)C2	-1.3	0.5	.	-3.2	2.2	1.2	-22.1	-5.2	-6.0
O=C(NCCCNC(=O)c1ccco1)c1ccc(Cl)c(Cl)c1	-11.3	1.0	0.6	2.4	-6.5	-3.9	3.2	-2.5	-7.4
Cc1nc(C(F)(F)F)ccc1C(=O)Nc1ccccc1N1CCOCC1	-7.2	1.4	-1.1	7.5	-14.1	1.1	-11.2	-2.2	12.2
CCc1cccc(C)c1NC(=O)CSc1ncn[nH]1	5.9	-0.1	29.1*	6.5	-22.5	2.4	3.2	-2.5	4.6
Cc1ccc(C)c(C2=CSC3=NS(=O)(=O)CCN23)c1	-6.0	0.2	-13.8	7.1	-10.6	0.2	-2.1	-0.9	14.8
Cc1ccc(CN2C(=O)CCC2C(=O)NCCCN2CCOCC2)cc1 (stereo not given)	-16.4	1.0	-0.9	5.6	-4.0	2.3	3.1	-2.5	20.8
O=C(Cc1ccccc1)Nc1nnc(-c2ccccc2)o1	1.5	0.5	-2.6	7.0	-11.4	2.3	-9.0	0.9	18.2
CN(CC(=O)Nc1ccc(OC(F)(F)F)cc1)S(=O)(=O)c1cnc[nH]1	-17.1	1.4	-14.2	2.0	-2.4	7.8	-2.0	0.7	-0.1
CC(=O)c1c(C)n([O-])c2ccccc2[n+]1=O	-6.8	0.2	-2.6	-1.4	-1.2	7.8	-12.6	-3.0	17.6

Ordered by formula weight (falling): some entries from above.
SMILES	CHO-K1 Ca antag	CHO-K1 Ca ag	CHO parental Ca	CHRM1 PAM	M1 antag	TAAR1 ag	TAAR1 antag	M1 ag	M1 PAM parental
CCOC(=O)c1ccc(COC(=O)CNC(=O)CNC(=O)Cc2ccccc2)cc1	-11.8	2.2	-10.0	4.0	0.7	-0.7	-25.4	-3.0	3.4
COc1ccc(C(=O)C[n+]2cc(-c3ccc(OC)cc3)n3c2CCCC3)cc1	-1.4&9.2	0.1&0.1	1.9&7.0	9.3&-0.6	-9.7&21.8	4.6&1.8	2.6&6.0	-15.5&-6.2	10.0&-19.3
Cc1nc(C(F)(F)F)ccc1C(=O)Nc1ccccc1N1CCOCC1	-7.2	1.4	-1.1	7.5	-14.1	1.1	-11.2	-2.2	12.2
CCC(CCC(=O)NNC(=O)Cc1ccc([N+](=O)[O-])cc1)C(=O)O (stereo not given)	-9.6	0.3	-4.3	6.6	-5.7	4.0	-6.9	-3.8	-7.0
COc1ccc(-c2nnc(NC(=O)c3ccccc3C)o2)cc1	0.1	0.1	-7.5	5.7	-4.6	1.0	-18.4	-2.5	15.7

Other results.
SMILES	CHO-K1 Ca antag	CHO-K1 Ca ag	CHO parental Ca	CHRM1 PAM	M1 antag	TAAR1 ag	TAAR1 antag	M1 ag	M1 PAM parental
CC(C)N(C)CCOC(=O)C1COc2ccccc2O1 (stereo not given)	-9.9	0.6	-3.9	16.8	-11.4	7.5	-28.5	1.0	17.2
COc1ccccc1NC(=O)Cc1csc(NC(=O)c2ccccc2)n1	2.0	4.0	-12.1	-1.7	-6.6	8.9	9.3	-6.1	-9.4
O=C(NC12CC3CC(CC(C3)C1)C2)c1cccc([N+](=O)[O-])c1	-8.3	0.4	-9.9	28.5	-31.6	1.3	-3.1	-3.1	5.3
O=C(c1ccc([N+](=O)[O-])o1)N1CCN(c2nc3ccc(F)cc3s2)CC1	3.6	0.6	-16.4	7.1	-6.3	3.2	-6.4	-2.8	-10.8
COc1ccc(N2C(=NC(=O)CCC3CCCC3)SC3CS(=O)(=O)CC32)cc1 (stereo not given)	-5.4	0.2	-6.1	9.9	-6.8	0.5	-2.1	-3.2	2.5
O=C(CSc1nc(O)cc(=O)[nH]1)N1CCCc2ccccc21	-6.5	0.2	6.2	7.6	-2.9	6.4	-9.0	-2.4	4.8
O=C1/C(=C\c2ccco2)NC(=S)N1c1ccccc1	-10.3	1.2	1.8	8.5	-4.7	4.8	-20.0	-4.1	22.5
O=C(Cc1c(F)cccc1Cl)Nc1ccc(-n2cnnn2)cc1	-15.2	0.8	3.8	7.7	-10.7	1.5	3.6	-4.8	13.5
CC1(C)Oc2ccc3ccc(=O)oc3c2/C(=C/Nc2ccc(O)cc2)C1=O	-1.9	3.3	-6.6	-9.0	8.8	8.0	29.3	-11.0	12.7
Cc1ccccc1N1C(=O)C2C3CC(=O)C(c4ccccc43)C2C1=O (stereo not given)	-1.6	0.1	-11.0	4.8	2.5	4.8	-38.3	-6.2	14.2
COc1cc(-c2noc(C)c2C#Cc2ccccn2)cc(OC)c1OC	-7.4	0.6	-32.6	-8.7	10.0	9.2	20.7	-9.1	-7.8
O=C(Nc1ccc(Cl)cc1Cl)NC1CCCC1	-9.5	-0.3	8.7	12.4	-8.5	-0.5	-16.3	-9.7	16.5
CN1CCN(S(=O)(=O)c2ccc(Br)s2)CC1	5.5	-0.5	2.5	13.6	-10.5	1.4	10.1	-5.3	-5.3
CCSc1nnc(-c2ccccc2N)c(=O)[nH]1	-10.2	-0.3	-15.3	2.9	2.9	.	.	-7.5	15.6
O=S(=O)(c1cccc(S(=O)(=O)N2CCCC2)c1)N1CCCCC1	-5.2	1.5	-1.6	8.7	-14.2	1.4	6.2	-0.8	1.3
Nc1ncc(C(=O)O)c(-c2ccccc2)n1	-12.1	-0.3	.	11.2	-19.4	1.4	-6.5	-0.6	19.2
Cc1c(C2(O)CCCCC2)[nH]c2ccc(C(F)(F)F)cc12	-11.5	0.2	57.1*	-12.2	6.0	8.1	28.4	-4.8	-8.0
COc1cccc(/C=C/C(=O)OCC(=O)Nc2ccccc2Sc2ccccc2)c1	-1.5	0.7	-25.7	3.5	0.7	6.9	10.2	-7.0	9.4
Cc1ccc(CSC2=CS(=O)(=O)c3ccccc3N2)cc1	-7.1	2.9	-16.1	-7.1	-10.3	5.7	24.2	1.0	6.7
COCCN1C(=O)c2oc3cc(C)c(C)cc3c(=O)c2C1c1ccc(O)cc1 (stereo not given)	15.5	-0.2	5.3	2.3	1.4	-0.3	-5.5	-2.7	-8.0
COc1ccc(S(=O)(=O)Nc2nc3ccccc3s2)cc1	-13.5	0.1	-1.0	5.0	-9.4	4.5	-9.1	-4.3	24.3
CCC(C)[C@H](NC(=O)N1CCCC1)C(=O)O (stereo not given in full)	-11.8	2.2	4.5	2.7	8.2	5.8	-15.8	-0.8	15.4
